Source: PubChem (National Center for Advancing Translational Sciences (NCATS))
PTHR1 agonist – qHTS for PTHR1 Agonists: Primary Screen. HEK293 GP2 PTHR1 cells, GloSensor cAMP luminescence, 1 h. 410,000 compounds, 0.075% hits. Parathyroid hormone/parathyroid hormone-related peptide receptor (Homo sapiens), Q03431. Potency, µM (top dose mostly 115 µM), for inactives: at the top dose activation, most hits filed as activators; note: potency is the fitted concentration of half-maximal effect; nearly all actives have a fitted effect of over 55% in size; some results filed as inactive show a strong effect at the top dose; inactives centre near -15; many of its hits are not listed in these tables
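HEK-293-derived GP2 cells expressing PTHR1 and a GloSensor cAMP reporter, 3,000/well, plated overnight, given luciferin plus IBMX (each 0.5 mM as added) for 1 h at 37 °C, then compound for 1 h at 37 °C. Luminescence was read after 15 min at room temperature.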
IL2 activator – qHTS of IL-2 Activators; activation, % (series mostly up to about 46 µM); IL-2 activation reporter assay, cell-based qHTS; stimulated with anti-CD3/CD4/CD28 beads; in transgenic mouse T cells; 360,000 compounds, 0.065% hits; AID 652025, 2013; in the data active = activation above about 50%; inconclusive = mostly about 30% to 49%; note: 0% is about no effect
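Quantitative HTS in unstimulated transgenic mouse T cells, with memory T cells as non-tolerant control and PMA/ionomycin as tolerance-bypass control. Compound pretreatment lasted 60 minutes before 18 h bead stimulation; EGFP/DsRed fluorescence read.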
PI5P4Ka inh – qHTS for Inhibitors of phosphatidylinositol 5-phosphate 4-kinase (PI5P4K) | Phosphatidylinositol 5-phosphate 4-kinase type-2 alpha (Homo sapiens), P48426 | PI5P4Kalpha enzyme, ADP-Glo luminescence, 60 min; hits give low values | max response, % | 330,000 compounds, 1.2% hits | AID 652105, 2013; active = max response of -50% or lower; inconclusive = between -30% and -50%; inactive = -30% or higher; note: value at the top dose of about 77 µM; % is set by controls: 0 for no effect and ±100 for the full control effect
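Compounds were pin-transferred onto PI5P4Kalpha and substrate in HEPES pH 7.4 buffer with EGTA, CHAPS and 5% DMSO. ATP (5 microM final) started the reaction, which ran 60 minutes at room temperature before ADP-Glo detection.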
EPAC1 antag – qHTS for Antagonist of cAMP-regulated guanine nucleotide exchange factor 3 (EPAC1): primary screen | Rap guanine nucleotide exchange factor 3 (Homo sapiens), O95398 | EPAC1 GEF assay, Rap1b-BODIPY-GDP exchange fluorescence | Potency, µM (doses to about 115 µM), inactives show at the top dose activity change, negative = inhibition, actives largely listed as inhibitors | 360,000 compounds, 0.14% hits;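 note: potency is the fitted concentration of half-maximal effect; plate controls were vehicle for no effect and positive control for full effect; nearly all actives have a fitted effect of over 50% in size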
Target sequence (O95398 whole entry, looked up): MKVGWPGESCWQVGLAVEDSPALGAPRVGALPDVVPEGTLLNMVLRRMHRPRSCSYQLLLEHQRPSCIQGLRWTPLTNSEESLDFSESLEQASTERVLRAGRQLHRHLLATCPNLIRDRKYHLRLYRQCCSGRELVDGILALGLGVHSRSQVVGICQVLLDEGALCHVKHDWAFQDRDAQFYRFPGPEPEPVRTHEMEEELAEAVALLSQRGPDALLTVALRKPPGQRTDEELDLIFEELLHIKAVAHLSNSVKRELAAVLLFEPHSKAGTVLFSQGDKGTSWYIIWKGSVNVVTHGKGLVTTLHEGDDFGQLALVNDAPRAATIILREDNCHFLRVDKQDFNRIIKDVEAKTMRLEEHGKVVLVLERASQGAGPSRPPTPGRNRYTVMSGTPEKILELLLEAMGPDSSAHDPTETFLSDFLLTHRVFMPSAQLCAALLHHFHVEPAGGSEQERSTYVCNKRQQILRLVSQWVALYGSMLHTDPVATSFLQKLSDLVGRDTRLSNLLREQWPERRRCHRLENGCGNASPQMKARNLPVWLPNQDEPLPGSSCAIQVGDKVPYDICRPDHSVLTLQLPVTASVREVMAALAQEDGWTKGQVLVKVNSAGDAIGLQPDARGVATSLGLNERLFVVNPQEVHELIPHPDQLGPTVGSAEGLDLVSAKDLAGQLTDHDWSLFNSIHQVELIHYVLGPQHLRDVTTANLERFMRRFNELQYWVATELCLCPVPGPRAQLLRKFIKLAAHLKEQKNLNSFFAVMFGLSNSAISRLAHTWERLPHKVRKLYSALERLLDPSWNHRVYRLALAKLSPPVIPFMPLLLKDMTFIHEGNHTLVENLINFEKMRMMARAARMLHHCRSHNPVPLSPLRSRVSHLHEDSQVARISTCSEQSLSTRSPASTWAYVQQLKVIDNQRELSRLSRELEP
GLP1R inv ag – qHTS of GLP-1 Receptor Inverse Agonists (Inhibition Mode). Glucagon-like peptide 1 receptor (Homo sapiens), P43220. HEK293 GLP-1R CRE-luciferase, luminescence, 24 h; GLP-1R form is constitutively active. Potency, µM (titrated, usually from 38.3 µM), inactives show top-dose activity change, negative = inhibition, actives largely listed as inhibitors. 410,000 compounds, 1.6% hits. AID 624417, 2012; note: potency is the fitted concentration of half-maximal effect; % is set by controls: 0 for no effect and ±100 for the full control effect; nearly all actives have a fitted effect of over 55% in size
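Luminescence readout: a drop in cAMP-driven luciferase signal flags inverse agonism at a constitutively active GLP-1R stably expressed in HEK293. Compound exposure lasted 24 hr at 37 deg C, 5% CO2.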
EPAC1 agonist – qHTS for Agonist of cAMP-regulated guanine nucleotide exchange factor 3 (EPAC1): primary screen | Rap guanine nucleotide exchange factor 3 (Homo sapiens), O95398 | 360,000 compounds, 0.073% hits | Potency, µM (series often up to 154 µM), for the others: at the highest dose activation, usual class: activators | EPAC1 agonist qHTS, biochemical assay; response scale: 100% = response to 6.5 mM cAMP; note: potency is the fitted concentration of half-maximal effect; nearly all actives have a fitted effect of over 60% in size
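Multi-concentration qHTS readout: loss of Rap1B-bound BODIPY-GDP fluorescence driven by 100 nM EPAC1 with excess GDP (50 uM), monitored kinetically at room temperature; agonist response expressed relative to 6.5 mM cAMP.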
PLK1 PBD block – qHTS for Inhibitors of PLK1-PDB (polo-like kinase 1 - polo-box domain): Primary Screen | Potency, µM, for inactives: max response, negative = inhibition, usual class: inhibitors | Plk1 PBD binding of FITC phosphopeptide, fluorescence polarization | 360,000 compounds, 2.8% hits | Serine/threonine-protein kinase PLK1 (Homo sapiens), P53350; note: potency is the fitted concentration of half-maximal effect; series mostly up to about 57 µM; % is set by controls: 0 for no effect and ±100 for the full control effect; nearly all actives have a fitted effect of over 65% in size
GLP1R cytotox – qHTS of GLP-1 Receptor Inverse Agonists: Cytotox Screen. 410,000 compounds, 0.13% hits. HEK293 cAMP-luciferase reporter cells, luminescence, 24 h. Potency, µM (top dose mostly 38.3 µM), without a hit: at the top dose activity change, negative = inhibition, usual class: inhibitors;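 note: loss of luciferase light is scored as toxicity; potency is the fitted concentration of half-maximal effect; % is set by controls: 0 for no effect and ±100 for the full control effect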
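Quantitative HTS format, 1536 wells, 200 cells/uL seeded. Compounds: 23 nL, 24 h, 37 °C. Detection: luciferase reagent, luminescence at 12 min RT; decreased signal taken as cytotoxic.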
GLP-1R agonist – qHTS of GLP-1 Receptor Agonists | Potency, µM (series often up to 45.6 µM), for the others: at the highest dose activation, usual class: activators | HEK293 GLP-1R CRE-luciferase, luminescence, 4-6 h; cells express a hypersensitive GLP-1R form | 380,000 compounds, 0.007% hits | Glucagon-like peptide 1 receptor (Homo sapiens), P43220 | AID 624172, 2012; note: potency is the fitted concentration of half-maximal effect; % of control where 0% means no effect
Starred values were filed as active, the others as inactive; i = inactive; ? = inconclusive; / = not tested or not shown; & = joins results of further samples; [ ] = remark or other dose. Unless noted, calls come from the whole dose curve; as a rule, active = well fitted curve in the direction sought with a large enough effect; inconclusive = small, poorly fitted or top-dose-only effect, or another doubt; inactive = no such curve, though single readings can be large; an effect the other way counts as inactive or inconclusive.

SMILES | PTHR1 agonist | IL2 activator | PI5P4Ka inh | EPAC1 antag | GLP1R inv ag | EPAC1 agonist | PLK1 PBD block | GLP1R cytotox | GLP-1R agonist
O=C(CSc1nc(C(F)(F)F)cc(=O)[nH]1)NCc1ccc2c(c1)OCO2 | i | -4.3 | -7 | -13% | 0% | 3% | -3% | -2% | 1%
CC1CCN(S(=O)(=O)c2cccc(C(=O)NC3CCS(=O)(=O)C3)c2)CC1 (stereo not given) | -43%&-11%[inhibitor] | 2.4 | 3 | 2% | 7%&-3% | -8% | 3% | 13%&2% | 13%
COc1cccc(OC)c1C(=O)N1CCNCC1 | i | 1.2 | 1 | 10% | 12% | -5% | -11% | 5% | 3%
O=C(Nc1ccc2c(c1)OCCO2)c1ccccc1F | -12% | -3.0 | -52* | -14% | ? | -9% | 3µM* | -21% | -23%
COc1ccc(OCc2nnc(SCC(=O)Nc3ccc(C)cc3)o2)cc1 | -4% | 0.6 | -4 | -9% | 3% | 4% | -14% | -4% | 11%
CCOC(=O)N1CCC(N2CCN(S(=O)(=O)c3ccc(Cl)cc3)CC2)CC1 | i | -1.9 | / | 3% | 0% | 3% | -7% | 5% | 0%
Cc1ccc(-c2nnc(N3CCN(C(=O)CN4CCOCC4)CC3)c3ccccc23)cc1 | -4%[57.5 µM] | -2.3 | / | 14% | 0% | 2% | -6% | ? | -5%
CC[C@]1(c2ccccc2OC)C(=O)N(C(=O)OC)N1C(=O)OC | -12% | 0.6 | -7 | 9% | 0% | -26% | -18% | -9% | 3%
Cc1c(CN(C)CCc2ccccc2)c(=O)n(-c2ccccc2)n1C | -22%[57.5 µM] | -1.4 | / | 14% | 5% | 1% | -4% | 3% | 0%
O=C(Nc1c(-c2ccc3c(c2)OCO3)[nH][nH]c1=O)c1ccc2c(c1)OCO2 | -23% | -0.4 | -29 | 2% | 4% | -3% | -23% | -6% | 1%
Fc1ccc(NC(=S)Nc2cccnc2)c(Cl)c1 | i | -4.3 | -9 | 1% | 11% | -1% | -25% | -2% | -2%
O=c1/c(=C\c2cccn2-c2ccccc2)sc2nc3ccccc3n12 | -12% | 1.4 | -11 | 6% | -8% | 3% | -3% | 2% | -5%
COC(=O)C1=C(C(=O)OC)[C@@H]2N(C)c3ccc(OC)cc3[C@@]23C[C@@H](C(=O)OC)N(C(=O)c2ccco2)C3=N1 | i | -0.1 | 4 | -1% | -7% | 7% | -5% | -14% | 8%
CCc1cc(=O)oc2c(C)c(OCC(=O)NCCCN3CCCC3=O)ccc12 | i | 0.2 | -2 | -13% | 55%[activator] | 12% | -8% | 3% | 5%
COc1ccccc1/C=C1\SC(=S)N(CCC(=O)NNC(=O)c2ccccc2OC)C1=O | -1% | -1.4 | -8 | -24% | 10% | 2% | ? | -3% | 1%
COc1ccc(Nc2cc(Nc3cc(OC)c(OC)c(OC)c3)ncn2)cc1 | -5% | -2.6 | / | -9% | 103%[activator] | -4% | 4% | 0% | 21%
CC(C)c1cc(CN2CCN(CCC#N)CC2)cc(C(C)C)c1O | -1%[57.5 µM] | 2.3 | 4 | -17% | ? | 7% | -6% | -7% | 5%
CC(C)(C)OC(=O)N1CCC(c2cc(-c3cccs3)n[nH]2)CC1 | -34%[inhibitor] | 0.9 | 3 | -12% | 10µM* | -5% | -8% | -4% | 21%
CCOC(=O)CNC(=O)CCNS(=O)(=O)c1ccc2c(c1)c(=O)n(C)c(=O)n2C | i | -2.0 | / | -15% | 7% | 12% | -14% | 4% | 0%
O=C(O)c1nccnc1C(=O)NCc1csc2ccc(Cl)cc12 | i | 1.3 | 0 | -13% | 8% | 0% | 4% | -2% | -6%

One compound at a time (already shown). Screens in order: PTHR1 agonist, IL2 activator, PI5P4Ka inh, EPAC1 antag, GLP1R inv ag, EPAC1 agonist, PLK1 PBD block, GLP1R cytotox, GLP-1R agonist
Entry for CC(C)(C)OC(=O)N1CCC(c2cc(-c3cccs3)n[nH]2)CC1 → -34%[inhibitor], 0.9, 3, -12%, 10µM*, -5%, -8%, -4%, 21%
Entry for COc1cccc(OC)c1C(=O)N1CCNCC1 → i, 1.2, 1, 10%, 12%, -5%, -11%, 5%, 3%
Entry for Cc1ccc(-c2nnc(N3CCN(C(=O)CN4CCOCC4)CC3)c3ccccc23)cc1 → -4%[57.5 µM], -2.3, /, 14%, 0%, 2%, -6%, ?, -5%
Entry for CCOC(=O)CNC(=O)CCNS(=O)(=O)c1ccc2c(c1)c(=O)n(C)c(=O)n2C → i, -2.0, /, -15%, 7%, 12%, -14%, 4%, 0%

Other records.
SMILES | PTHR1 agonist | IL2 activator | PI5P4Ka inh | EPAC1 antag | GLP1R inv ag | EPAC1 agonist | PLK1 PBD block | GLP1R cytotox | GLP-1R agonist
C=CCOc1ccc(C2=NO[C@@H]3[C@@H]4C[C@@H]([C@H]5C(=O)N(C)C(=O)[C@@H]45)[C@H]23)cc1 | -28% | 1.7 | 2 | -1% | 11% | 2% | -3% | 5% | 12%
O=C(Cc1ccccc1)c1ccccc1C(=O)N1CCCCC1 | -1% | 1.8 | -6 | -6% | -14% | -1% | 7% | -2% | 3%
COc1ccc(OC)c(S(=O)(=O)Nc2ccccc2O)c1 | i | 1.5 | 6 | -11% | -24% | 0% | -3% | -1% | 1%
CC(=O)c1ccc(NC(=O)C2CC2c2ccccc2)cc1 (stereo not given) | -38%[inhibitor] | -0.2 | -27 | -17% | -20% | 2% | ? | 3% | 10%
Cc1ccc(C2C(=O)c3ccccc3C2=O)cc1 | i | 1.1 | -1 | 7% | 3% | 2% | -9% | -4% | 5%
Nc1c(C(=O)NCc2ccco2)nnn1CC(=O)Nc1ccccc1 | -38%[inhibitor] | 0.7 | 1 | 16% | 7% | 1% | -1% | -11% | 7%
COc1ccc(C=NNC(=O)c2cc(C)oc2C)cc1O | -8% | -3.9 | 17 | ? | -13% | -9% | -7% | -9% | 11%
O=C(NCC(=O)N1CCCCCC1)c1ccc(Br)cc1 | -8% | 0.3 | -3 | -20% | -5% | 1% | -12% | -8% | -7%
Cc1ccc(Oc2nc3ccccn3c(=O)c2/C=C(\C#N)C(=O)Nc2c(C)n(C)n(-c3ccccc3)c2=O)c(C)c1 | -30% | -0.5 | -9 | ? | 27% | -8% | -10% | 4% | 2%
CN(C)C=C1C(=O)c2ccccc2C1=O | i | -0.1 | 0 | -2% | -6% | -3% | 0% | -14% | -14%
COc1ccc(S(=O)(=O)Nc2ccc3c(c2)n(C)c(=O)n3C)cc1C | -12% | -0.1 | -1 | 7% | 14% | 6% | -12% | 17% | 18%
O=C(c1cc(-c2ccccc2)nn1-c1ccccc1)N1CCN(S(=O)(=O)c2ccc(F)cc2)CC1 | i | 2.9 | 3 | -6% | -4% | 10% | -7% | 20% | -5%
COc1ccccc1NC(=O)Cc1noc(CSc2nnc(C(F)(F)F)n2C)n1 | i | 2.9 | -6 | -5% | -15% | 4% | -10% | 6% | 13%
Cc1nonc1C1CCCN1C(=O)c1cc(COc2ccc(F)cc2F)on1 (stereo not given) | -5% | -2.3 | -1 | -4% | -27% | -6% | -1% | -8% | 11%
O=C(/C=C/c1ccco1)Nc1ccccc1C(=O)Nc1cccc(C(=O)O)c1 | i | 3.9 | -8 | ? | 17% | 11% | -21% | 0% | 0%
Cc1ccc(/C=C/c2nnc(-c3cccs3)o2)cc1 | -73%[inhibitor][57.5 µM] | -0.3 | / | -11% | -28% | 0% | -3% | 5% | 4%
COc1ccc(C(c2c(C)[nH]n(C(N)=S)c2=O)C(C#N)C#N)cc1 (stereo not given) | -12% | -3.6 | -1 | 7% | 6% | -9% | 21µM* | -3% | 0%
O=C(CC(c1ccccc1)c1cc(Cl)ccc1O)NCCCN1CCOCC1 (stereo not given) | 0% | 1.6 | 7 | 1% | -8% | -2% | 7% | 12% | -1%
COc1ccc(N2CCN(C(=O)CN(c3cccc(Br)c3)S(C)(=O)=O)CC2)cc1 | -10%[57.5 µM] | -0.7 | / | 0% | -2% | 11% | -6% | -3% | -2%
C1=C(C(c2nnnn2C2CCCCC2)N2CCCCC2)COc2ccccc21 (stereo not given) | -6%[57.5 µM] | -3.1 | / | 12% | 0% | -4% | -4% | -10% | -10%
COc1ccc(NC(=O)/C=N/O)cc1 | i | 0.5 | -13 | -25% | 37%[activator] | 13% | -16% | 12% | 10%
CC(C)(C)C1CCN2CCC[C@](c3ccccc3)(C1)C2OCCCO (stereo not given in full) | -22% | -0.1 | 10 | -18% | -6% | -11% | 3% | -6% | -4%
Cc1c([N+](=O)[O-])cc(C(=O)Nc2ccc3ncccc3c2)cc1[N+](=O)[O-] | -24% | 0.4 | -8 | -11% | -14% | 12% | -12% | -10% | -17%
CCOC(=O)c1cnc(SC)nc1Oc1cccc(NC(=O)c2ccc(Cl)cc2)c1 | i | -0.4 | 0 | -8% | 21% | 9% | -4% | -4% | -2%
Cc1ccc(NC(=O)c2noc3c2CCc2ccccc2-3)cc1 | -6%[57.5 µM] | -1.1 | 26 | -13% | ? | 0% | -8% | -6% | -15%
COC(=O)C1=C(C)NC(=O)CC1c1cccc(Cl)c1Cl (stereo not given) | -65%[inhibitor] | -2.4 | -2 | -3% | ? | -1% | 2% | 2% | -4%

Not all compounds are listed. The share of hits here may be higher or lower than overall.
